NPR1 activator = GC-A (human) enzyme activation; activation, % at 10 µM; P16066; 370,000 compounds, 0.14% hits; HEK293 GC-A cells, cGMP TR-FRET, EC30 ANP; 0% at EC30 ANP, 100% saturating ANP; in the data active = activation above about 40%
DAX1 inh-1 = blocks DAX1 repression of SF-1 activated StAR promoter; HEK293T StAR-luciferase reporter, SF-1/DAX-1 repression relief; inhibition, % at 6.8 µM; 370,000 compounds, 1.1% hits; AID 652010;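 active = inhibition above the mean over all tested compounds plus 3 SD, cut at about 3.6% in these data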;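 note: 0% = DAX-1 cells with DMSO and 100% = cells lacking DAX-1 with DMSO; higher inhibition means more luminescence from relief of DAX-1 repression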
hgDAF12 agonist = hgDAF-12 agonism, primary luciferase screen; HEK293 GAL4-hgDAF12 UAS-luciferase reporter, agonist luminescence; normalized to butyrate control; activation, % at 6.8 µM; 370,000 compounds, 1.8% hits; AID 687014;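 active = activation above a cutoff set at the mean of all screened compounds plus 3 SD, cut at about 10% in these data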;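 note: 0% = DMSO wells and 100% = sodium butyrate wells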
NPR2 activator = GC-B (human) receptor activation; P20594; HEK293-GC-B cells, CNP EC30, cGMP TR-FRET; 0% at EC30 CNP, 100% saturating CNP; activation, % at 10 µM; 370,000 compounds, 0.11% hits; AID 1920062;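 active = activation at 10 µM reaching about 35% in either raw or pattern-adjusted values, limit read from the data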
Target sequence (P20594 whole entry, looked up): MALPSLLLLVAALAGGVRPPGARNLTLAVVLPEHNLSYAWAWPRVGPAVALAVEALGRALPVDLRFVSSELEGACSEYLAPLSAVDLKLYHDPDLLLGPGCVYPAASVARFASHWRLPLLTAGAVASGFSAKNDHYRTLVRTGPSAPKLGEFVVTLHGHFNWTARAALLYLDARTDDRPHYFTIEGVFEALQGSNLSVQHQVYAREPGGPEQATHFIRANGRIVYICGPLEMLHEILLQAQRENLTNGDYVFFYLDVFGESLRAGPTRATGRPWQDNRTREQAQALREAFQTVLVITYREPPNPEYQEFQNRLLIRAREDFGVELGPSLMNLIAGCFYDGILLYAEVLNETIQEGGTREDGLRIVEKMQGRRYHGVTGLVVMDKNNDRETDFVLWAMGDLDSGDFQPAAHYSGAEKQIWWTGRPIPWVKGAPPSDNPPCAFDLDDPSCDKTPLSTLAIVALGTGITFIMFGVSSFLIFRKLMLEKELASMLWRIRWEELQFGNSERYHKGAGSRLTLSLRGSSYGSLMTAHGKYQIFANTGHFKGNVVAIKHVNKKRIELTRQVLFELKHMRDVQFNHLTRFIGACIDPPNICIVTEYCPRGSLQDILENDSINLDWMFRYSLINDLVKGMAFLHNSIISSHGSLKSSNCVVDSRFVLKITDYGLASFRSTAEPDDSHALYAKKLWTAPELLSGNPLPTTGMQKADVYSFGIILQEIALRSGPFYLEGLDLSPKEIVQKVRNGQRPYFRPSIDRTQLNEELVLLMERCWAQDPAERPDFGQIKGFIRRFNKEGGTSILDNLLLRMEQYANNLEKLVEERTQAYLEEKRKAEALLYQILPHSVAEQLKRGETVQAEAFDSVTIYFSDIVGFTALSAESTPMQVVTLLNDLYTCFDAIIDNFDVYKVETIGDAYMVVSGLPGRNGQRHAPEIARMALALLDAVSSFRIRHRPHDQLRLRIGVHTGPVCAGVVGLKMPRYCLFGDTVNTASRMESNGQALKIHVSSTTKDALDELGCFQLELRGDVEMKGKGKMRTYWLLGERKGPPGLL
DAX1 inh-2 = NR0B1 (DAX1) inhibition; P51843; HEK293 Gal4-DAX1 luciferase reporter, luminescence; 340,000 compounds, 0.99% hits; AID 504766; inhibition, % at 6.75 µM;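 active = inhibition above the mean over all tested compounds plus 3 SD, cut at about 4.2% in these data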;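 note: 0% = DAX1-transfected cells with DMSO and 100% = empty-vector control cells with DMSO; inhibition shows as a rise in luminescence from relieved DAX1 repression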
HGIII-sPLA2 inh = Blocks human group III sPLA2 activity | 370,000 compounds, 0.56% hits | inhibition, % at 12.2 µM | AID 743126 | QFRET BODIPY PC-A2 liposome hydrolysis, fluorescence;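 active = inhibition above mean plus 3 SD of compounds lying within the high and low control bounds, cut at about 19% in these data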;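 note: 0% = median of test compound wells and 100% = no enzyme DMSO wells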
hcDAF-12 act = H. contortus DAF-12 activation, primary screen | 370,000 compounds, 1.4% hits | HEK293 hcDAF-12 lit1-tk-luc reporter, luminescence; 0% DMSO, 100% Δ7-dafachronic acid | activation, % at 6.8 µM;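 active = activation above the mean of all tested compounds plus 3 SD, cut at about 5.5% in these data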;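 note: 100% = response to 3 µM Δ7-dafachronic acid high control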
ssDAF-12 act = activators of S. stercoralis DAF-12 nuclear receptor. activation, % at 6.8 µM. HEK293 ssDAF-12/GRIP1 lit1-tk-luc reporter, luminescence; % of 3 µM dafachronic acid response. AID 652126. 370,000 compounds, 1% hits;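 active = activation above the mean over all tested compounds plus 3 SD, cut at about 0.9% in these data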;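 note: 0% = DMSO-only wells and 100% = 3 µM delta7-dafachronic acid wells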
ADAM10 inh = inhibitors of human ADAM10. O14672. recombinant ADAM10, EDANS/DABCYL FRET peptide cleavage, 3 h. inhibition, % at 7 µM. 370,000 compounds, 0.62% hits. AID 720582;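 active = inhibition above a per-campaign cutoff equal to the mean of compounds falling between control-based bounds plus 3 SD, cut at about 20% in these data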;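 note: 0% = DMSO wells while the 100% control is not disclosed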
SMARCA2 activ = activators of SMARCA2 function. 370,000 compounds, 1% hits. activation, % at 9.1 µM. AID 652017. MG213 cells, MMTV-luciferase reporter, dexamethasone, overnight; in the data active = activation above about 7.8%;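 note: 0% = vehicle wells and 100% = reference activator wells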
GAA850 FXN act = activators of GAA850 frataxin (FXN) promoter. HEK293 lucGAA850 FXN promoter luciferase reporter, 24 h; percent of 10 µM SAHA response. activation, % at 6 µM. 360,000 compounds, 0.56% hits;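 active = activation above the average of all compounds screened plus 3 SD, cutoff fixed separately per campaign, cut at about 7.5% in these data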;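 note: 0% = DMSO wells and 100% = 10 µM SAHA wells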
* marks the source's active call; other numbers are inactive results; nt = no result given. Compounds as they come (roughly 6.6% active in at least one column).

SMILES | NPR1 activator | DAX1 inh-1 | hgDAF12 agonist | NPR2 activator | DAX1 inh-2 | HGIII-sPLA2 inh | hcDAF-12 act | ssDAF-12 act | ADAM10 inh | SMARCA2 activ | GAA850 FXN act
COc1ccc(Nc2nc3ccccc3nc2NS(=O)(=O)c2cccs2)cc1 | 6 | 0.4 | -1.5 | 2 | 3.8 | -8 | -0.2 | -0.7 | -4 | -3 | 1.5
CC(C)c1ccccc1OCCNC(=S)NC(=O)c1cccnc1 | -7 | 0.3 | 1.2 | -2 | 0.3 | 4 | 0.7 | -1.2 | -2 | -5 | 0.5
CCOc1cc(/C=C(\C#N)C(=O)NCC2CCCO2)ccc1O (configuration not stated) | 1 | -0.3 | 0.0 | -1 | -0.2 | 3 | 0.1 | -1.8 | -12 | 0 | -0.5
CCn1nc(NC(=O)C2CCCO2)c2cc3cccc(C)c3nc21 (configuration not stated) | -4 | -0.2 | 0.5 | -5 | nt | 10 | -0.5 | -1.3 | -150 | -1 | -0.7
CC(=O)Nc1ccc(C(=O)CSc2nnnn2C(C)C)cc1 | -1 | 0.0 | 0.3 | 9 | 0.5 | -23 | -1.2 | -0.8 | 4 | 2 | 0.8
Cc1ccc(SCc2[nH]nc3c2C(c2ccc(C)o2)C(C#N)=C(N)O3)cc1 (configuration not stated) | -6 | -0.1 | -1.1 | -4 | -1.2 | -6 | -2.1 | -0.5 | 11 | 0 | 0.7
CCOC(=O)C1CCN(C(=O)CCn2c(=O)oc3ccccc32)CC1 | 1 | 0.8 | -3.0 | 3 | -0.9 | 7 | -1.2 | 0.3 | -8 | -4 | -0.2
Cc1ccccc1Cn1nc(C)c(NC(=O)c2sc3ccccc3c2Cl)c1C | -1 | -2.0 | -5.2 | -7 | -2.5 | -5 | -1.7 | -1.7 | 10 | -2 | -2.1
CN(C)c1nc(N)nc(CSc2n[nH]c(-c3ccccc3)n2)n1 | 4 | 0.0 | 0.0 | 0 | 0.1 | 6 | -1.4 | -1.7 | -2 | -3 | 2.3
CCCCn1c(N)c(N(Cc2ccccc2OC)C(=O)c2cc(CC)c(C)s2)c(=O)[nH]c1=O | 2 | 0.7 | -1.3 | 2 | -0.4 | 10 | -1.2 | -1.4 | -15 | -3 | 0.5
O=C(NCc1cccnc1)C12CC3CC(CC(C3)C1)C2 | 1 | -0.1 | -4.1 | 3 | -1.5 | 2 | 1.0 | -1.4 | 4 | 0 | 3.9
O=C(CSc1nnnn1-c1ccccc1)NCC1(N2CCOCC2)CCCCC1 | 2 | -0.4 | -0.2 | 0 | 0.3 | -7 | -0.8 | -1.3 | -2 | 0 | -1.6
Cc1cn([C@H]2C[C@H](O)[C@@H](/C=C/C(=O)NCc3cccc4ccccc34)O2)c(=O)[nH]c1=O | -4 | -0.2 | -3.3 | -5 | nt | 3 | -3.1 | -0.3 | -5 | 3 | nt
O=C1C(Cl)=C(N2CCN(c3ccccc3[N+](=O)[O-])CC2)C(=O)c2ccccc21 | 1 | -1.9 | -3.9 | -10 | 1.1 | 13 | 1.1 | -1.2 | -18 | 3 | 3.8
Cc1cc(C)nc(SCc2ccc(C(=O)N/N=C/c3cccc(O)c3O)cc2)n1 | -10 | -3.0 | -9.4 | 5 | -4.1 | 26* | -4.4 | -1.6 | 19 | 0 | -7.8
COCCCNC(=O)CCn1c(=O)c2ccccc2n(CC(=O)Nc2cc(Cl)ccc2C)c1=O | 0 | 0.5 | 0.8 | -5 | 2.5 | 5 | 1.4 | -0.5 | 9 | 3 | -0.3
CCNc1nc(NCC)nc(N/N=C/c2ccc(OC)cc2)n1 | 2 | -0.2 | 0.0 | 4 | nt | 13 | -0.8 | -0.6 | -10 | -2 | 1.4
CCOc1ccc(/C=C/c2c([N+](=O)[O-])c(=O)n(C)c(=O)n2C)cc1 | -3 | -1.3 | -6.5 | -3 | -0.3 | 5 | -1.5 | -1.4 | 3 | 1 | 2.0
CCNC(=O)C1(C)CCN(C(=O)c2cccc(OC(F)(F)F)c2)C1 (configuration not stated) | 3 | -0.4 | 2.0 | 1 | nt | 0 | 0.1 | -0.2 | 0 | 0 | 1.4
COC(=O)c1cc(NCc2ccccc2F)ccc1N1CCOCC1 | -2 | -0.5 | 1.6 | 1 | 0.2 | 6 | -1.1 | -1.5 | -22 | -2 | 0.8
COc1ccc(-c2nnc(SCC(=O)NC3CCCCC3)n2N)cc1 | 3 | -1.7 | 1.0 | 3 | 1.2 | 15 | 1.3 | -0.8 | -8 | 0 | -1.2
CC1CCN(c2ccc(C(=O)Nc3nnc(C4CC4)s3)cc2[N+](=O)[O-])CC1 | 0 | 0.4 | 0.8 | 0 | 0.0 | 2 | -0.6 | -1.3 | -4 | 2 | 2.8
COc1ccc(NC(=O)Cn2nnc(C(=O)NCc3ccccc3)c2N)cc1Cl | -2 | -0.9 | -2.6 | 11 | 0.8 | 4 | -1.0 | -1.3 | 2 | 1 | 0.3
CCN(CC)S(=O)(=O)c1ccc2[nH]c(=O)cc(C(=O)NCc3ccccc3)c2c1 | -2 | -0.1 | 1.6 | -2 | -0.2 | -2 | 3.1 | -1.0 | -5 | 0 | 0.6
CSc1ccc(C(=O)C2CCCN(C(=O)c3cc4cc(F)ccc4[nH]3)C2)cc1 (configuration not stated) | 1 | -0.2 | 2.7 | -6 | 0.6 | -18 | 3.2 | 0.5 | -4 | -2 | 1.6
C=CCOc1cccc(C(=O)N2CCCC(CNS(=O)(=O)c3cccs3)C2)c1 (configuration not stated) | 3 | -0.3 | -4.3 | 0 | 2.6 | 0 | -1.1 | -0.9 | -6 | -1 | 0.3
CC(/C=N/NC(=O)c1ccccc1F)c1ccccc1 (configuration not stated) | 5 | 2.1 | 11* | 1 | 6.6* | -2 | 1.8 | -0.2 | -2 | 2 | 3.1
COC(=O)COc1ccc(/C=N/NC(=O)CN(c2ccccc2OC)S(=O)(=O)c2ccccc2)cc1 | -8 | 0.0 | -1.1 | -6 | 0.4 | -3 | -2.2 | -1.1 | 3 | -3 | 1.8
Cc1cc(C)n(-c2ccc([N+](=O)[O-])cc2)n1 | 1 | 0.1 | 0.4 | 0 | 0.4 | 2 | 1.6 | -0.7 | 3 | 0 | 2.4
O=C(Oc1ccc(Cl)c2cccnc12)c1cccc([N+](=O)[O-])c1 | 6 | -0.2 | 1.3 | 9 | 0.1 | 1 | 3.4 | -0.2 | 0 | 0 | 0.3
O=C(OC12CCCN(C1)/C(=C/c1ccccc1)C2)c1ccco1 (configuration not stated) | 0 | 0.0 | -2.5 | -1 | nt | 4 | -0.3 | -0.7 | 8 | -4 | nt
COc1cccc(NC(=O)C(=O)NCc2ccncc2)c1 | -5 | 3.1 | 9.5 | -4 | 0.2 | 9 | 0.4 | -0.7 | 3 | 0 | 5.5
O=[N+]([O-])c1ccc(-c2cnc[nH]2)cc1 | 1 | 0.1 | 1.2 | 2 | nt | 4 | 2.2 | -0.7 | 1 | 0 | 1.9
CC1CCN(c2nnc(N)s2)CC1 | 1 | -0.6 | 2.2 | 10 | 0.5 | -2 | -1.6 | -0.6 | 6 | 0 | 0.8
CC(C)CC(NC(=O)OC(C)(C)C)c1cn([C@@H](Cc2cc3ccccc3[nH]2)C(=O)N2CCN(C(=O)OC(C)(C)C)CC2)nn1 (some centres not stated) | 2 | -0.1 | 2.1 | 1 | -1.8 | 1 | 0.5 | -1.2 | 3 | 1 | 0.6
COC(=O)CCC(=O)NN1C(=O)c2ccccc2C1=O | -3 | -0.8 | 0.6 | 3 | 0.9 | -2 | -0.4 | -0.9 | -2 | 5 | -0.9
COc1ccc(N2CCN(c3oc(COc4ccc(Cl)cc4Cl)nc3C#N)CC2)cc1 | -5 | -0.3 | 1.4 | -2 | -0.2 | -6 | -1.3 | -1.1 | 7 | 0 | 5.0
CCOC(=O)CNC(=O)CSc1nc2ncc(Br)cc2[nH]1 | 4 | 0.2 | 2.1 | -7 | 0.0 | 2 | -0.9 | -0.7 | -6 | -2 | -1.6
COc1ccc(Cl)cc1NC(=O)CN(C)C(=O)Cc1n[nH]c(=O)c2ccccc12 | 0 | -0.1 | -0.6 | -5 | 0.1 | -1 | -0.7 | -0.6 | -8 | -2 | 1.3
CCCC1CCC(c2ccc(C(N)=O)cc2)CC1 (configuration not stated) | 4 | 0.1 | -2.8 | -7 | 1.6 | -1 | -1.1 | -1.4 | 4 | 2 | 1.6
COCCN(CC(=O)Nc1ccccc1C(F)(F)F)C(=O)/C=C/c1ccc2ccccc2n1 | 1 | 0.1 | 3.1 | -1 | 0.1 | -3 | 2.8 | -0.4 | 1 | 1 | -1.3
O=C(CCN1C(=O)c2ccccc2C1=O)NC(=S)Nc1ccccc1 | 0 | -0.2 | 1.4 | -5 | 1.7 | 2 | -0.8 | -1.5 | 5 | -1 | 2.5
CCN(CC)C(=O)CCc1nnc(CCc2c[nH]c3ccccc23)o1 | -2 | -0.3 | 2.2 | -1 | -0.6 | -19 | -0.2 | -1.3 | 6 | 3 | -0.3
COc1ccc2c(c1)c1nc3ccccc3nc1n2Cc1ccc(OC)c(OC)c1 | 12 | -0.3 | -4.2 | 13 | 1.9 | 5 | -1.4 | -1.4 | -2 | -2 | 5.1
O=C(N/N=C/c1cccc(OC(=O)c2ccccc2Cl)c1)c1cccnc1 | 0 | 0.9 | 1.5 | -1 | -0.7 | -12 | -0.9 | -0.8 | 3 | 7 | 2.1
CCCCn1c(N)c(N(CCC(C)C)C(=O)COC(=O)c2ccco2)c(=O)[nH]c1=O | 4 | -0.6 | -0.5 | 5 | 0.2 | 14 | -0.3 | -1.2 | -3 | -4 | -0.1
CC(=O)Nc1ccc2nc(-c3cccnc3)[nH]c2c1 | -4 | 0.9 | 1.0 | 2 | -0.4 | 5 | -1.9 | 0.0 | -49 | 0 | 0.5
CCCNC(=O)CN(Cc1ccco1)S(=O)(=O)c1ccc(OCC)cc1 | 2 | -0.8 | -0.7 | 1 | 2.9 | 4 | -0.5 | -0.6 | 8 | -2 | -0.4
Cc1cc(C)nc(/N=C2\NC(=O)CC(C(=O)O)N2c2ccc(Oc3ccccc3)cc2)n1 (configuration not stated) | -1 | 0.1 | -0.2 | -2 | 0.8 | -9 | -0.7 | -1.2 | 0 | 3 | 0.6
COc1ccccc1NC(=O)c1cc(S(=O)(=O)N2CCOCC2)ccc1Cl | -3 | -0.5 | -0.5 | -2 | -0.5 | 3 | -3.0 | -1.0 | -2 | -1 | 0.8
COc1cc(CNCc2ccncc2)ccc1OCC(N)=O | 3 | 0.4 | -1.6 | 6 | 0.5 | -5 | 0.4 | -1.1 | 2 | -1 | 0.2
O=C(CCCn1c(=O)[nH]c2cc(Cl)ccc2c1=O)NCCCN1CCCC1 | 0 | 0.8 | -0.9 | 6 | 0.2 | 0 | -0.2 | -0.6 | 0 | -1 | 0.9

Screens from PubChem.
